RXFP1 ag = qHTS Assay for Agonists of the Relaxin Receptor RXFP1. HEK293T-RXFP1 cAMP TR-FRET, 30 min; response scale: percent of porcine relaxin response, buffer zero. Potency, µM (highest dose often 57.5 µM), inactives show top-dose activation, most hits filed as activators. hit rate 0.3% among 370,000; further: potency means the concentration at half of the fitted maximal effect; on the % scale 0 is the no-effect control and ±100 the full control effect; nearly all actives have a fitted effect of over 60% in size; many of its hits are not listed in these tables
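cAMP rise read by TR-FRET after 30 min, 37C compound exposure (up to 58 uM) in RXFP1-transfected HEK293 cells with Ro 20174 present. EC50 from Hill-equation fits, with 29 nM porcine relaxin as 100% and buffer as basal.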
Vif-APOBEC3F blk = qHTS for Inhibitors of Vif-A3F Interactions: qHTS; Potency, µM (top dose mostly 46.1 µM), inactives show at the highest dose activity, negative = active; HeLa A3F-eYFP + Vif (tagged APOBEC3F with the HIV-1 protein that degrades it), YFP fluorescence increase; hit rate 0.2% among 390,000; further: potency means the concentration at half of the fitted maximal effect; % of control where 0% means no effect; nearly all actives have a fitted effect of over 65% in size
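Fluorescence increase (Ex 488/Em 500-530) after overnight compound treatment at 37 deg C flags inhibition of Vif-driven A3F-eYFP loss in stable HeLa A3F-eYFP/Vif cells seeded overnight beforehand.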
D1 ag = Allosteric Agonists of the Human D1 Dopamine Receptor: qHTS. hit rate 1% among 360,000. HEK293 T-REx D1 cells, calcium flux, agonist mode. activation, % at 2 µM; in the data active means activation above about 30%; further: 0% is about no effect
Target sequence (P21728 whole entry, looked up): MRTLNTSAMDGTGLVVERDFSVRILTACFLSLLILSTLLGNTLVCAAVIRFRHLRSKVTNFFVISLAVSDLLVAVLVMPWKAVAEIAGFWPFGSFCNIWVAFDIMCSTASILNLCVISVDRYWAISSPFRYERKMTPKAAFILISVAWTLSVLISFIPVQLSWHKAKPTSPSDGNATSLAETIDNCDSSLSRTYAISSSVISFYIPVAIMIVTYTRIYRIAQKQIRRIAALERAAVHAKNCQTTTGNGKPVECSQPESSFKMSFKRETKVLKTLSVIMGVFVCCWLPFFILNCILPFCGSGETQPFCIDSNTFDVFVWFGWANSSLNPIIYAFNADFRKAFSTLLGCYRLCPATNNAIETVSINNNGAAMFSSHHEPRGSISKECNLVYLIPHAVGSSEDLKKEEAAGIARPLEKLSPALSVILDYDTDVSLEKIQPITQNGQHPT
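Agonism was scored from calcium flux recorded over 180 s (1 read/s) after pintool compound addition, following a 10-cycle baseline. Cells were inducible force-coupled HEK293 TREx D1, plated overnight at 30 C and loaded with no-wash calcium dye.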
Glioma ERSR ind = qHTS for Inducers of the Endoplasmic Reticulum Stress Response (ERSR) in Human Glioma: qHTS. U87-MG GRP78 promoter luciferase reporter, 16 h. Potency, µM, for the others: at the top dose activation, actives largely listed as activators. hit rate 0.02% among 420,000; further: potency means the concentration at half of the fitted maximal effect; series mostly up to about 76 µM; % of control where 0% means no effect; nearly all actives have a fitted effect of over 35% in size
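Stably transfected U87-MG glioma cells carrying a GRP78-based luciferase sensor; 16 h compound incubation. Luminescence end-point read 10 min after Bright-Glo addition at room temperature.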
D1 antagonist = Antagonist of Human D 1 Dopamine Receptor: qHTS; D(1A) dopamine receptor (Homo sapiens), P21728; HEK293 TREx D1 cells, calcium flux, dopamine EC80; hits give low values; activity change, negative = inhibition, % at 10 µM; hit rate 3.2% among 360,000; in the data active means activity change below about -30%; further: on the % scale 0 is the no-effect control and ±100 the full control effect
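Antagonism measured as reduced calcium response to an EC80 dopamine addition following 180 s compound pre-read; cells were inducible HEK293 Trex D1 plated overnight at 30 C, read kinetically at 1 cycle/sec.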
RXFP1 antagonist = qHTS Assay for Antagonists of the Relaxin Receptor RXFP1 | Relaxin receptor 1 (Homo sapiens), Q9HBX9 | HEK293-RXFP1, relaxin-stimulated cAMP HTRF, 30 min; hits give low values | activity change, negative = inhibition, % at 57.5 µM | hit rate 0.59% among 350,000;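 active means activity change of -60% or lower, but not beyond a set lower limit; inconclusive means change between -60% and -40%, or beyond the set limit; inactive means change above -40%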; further: on the % scale 0 is the no-effect control and ±100 the full control effect
D2 potentiator = HTS Assay for Positive Allosteric Modulators of the Human D2 Dopamine Receptor: Primary Screen for Potentiators. potentiation, % at 10 µM. hit rate 0.34% among 340,000. HEK293 T-REx D2, calcium flux, EC20 dopamine potentiation. AID 485347, 2010;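 active means potentiation over 3 SD above the plate norm, cut at about 30% in these data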; further: 0% is about no effect
Target sequence (P14416 whole entry, looked up): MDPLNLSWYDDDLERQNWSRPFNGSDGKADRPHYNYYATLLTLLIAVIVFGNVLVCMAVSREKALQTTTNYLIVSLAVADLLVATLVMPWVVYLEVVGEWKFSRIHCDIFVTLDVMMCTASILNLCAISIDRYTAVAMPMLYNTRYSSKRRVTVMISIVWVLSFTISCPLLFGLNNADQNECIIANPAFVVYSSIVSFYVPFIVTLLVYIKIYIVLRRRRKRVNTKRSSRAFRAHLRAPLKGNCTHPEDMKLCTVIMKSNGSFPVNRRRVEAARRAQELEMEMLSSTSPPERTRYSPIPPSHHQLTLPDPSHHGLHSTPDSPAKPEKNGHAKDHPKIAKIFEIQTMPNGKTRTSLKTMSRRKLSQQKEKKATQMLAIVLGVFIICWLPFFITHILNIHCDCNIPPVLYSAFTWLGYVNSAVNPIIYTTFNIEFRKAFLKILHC
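Tetracycline-induced Hek293 Trex D2 cells, force-coupled to calcium, loaded with no-wash calcium dye. Compound added with 180 s kinetic read for agonism, then EC20 dopamine and a further 180 s read for potentiation.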
Vif-A3G inh = qHTS for Inhibitors of Vif-A3G Interactions: qHTS; DNA dC->dU-editing enzyme APOBEC-3G (Homo sapiens), Q9HC16; HeLa A3G-eYFP + Vif (tagged APOBEC3G with the HIV-1 protein that degrades it), YFP fluorescence, overnight; Potency, µM (titrated, usually from 46.1 µM), for the others: top-dose activity, negative = active, hits mostly inhibitors; hit rate 0.076% among 410,000;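 further: potency means the concentration at half of the fitted maximal effect; on the % scale 0 is the no-effect control and ±100 the full control effect; nearly all actives have a fitted effect of over 60% in size; hits raise eYFP signal because A3G escapes Vif-driven loss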
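Read-out is eYFP fluorescence (Ex 488/Em 500-530) from Vif-expressing HeLa A3G-eYFP cells; more signal means A3G escaped Vif-mediated degradation. Cells plated overnight, compound pinned in, incubated overnight at 37 deg C.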
D1 potentiator = Potentiators of Human D1 Dopamine Receptor: qHTS. hit rate 0.036% among 360,000. D(1A) dopamine receptor (Homo sapiens), P21728. HEK293 TREx D1 cells, calcium flux, dopamine EC20 potentiation. potentiation, % at 10 µM; in the data active means potentiation above about 30%; further: 0% is about no effect
* hit, by the source's call; ? = inconclusive; / = no result given; & = joins results of further samples; ! = repeats disagree. Unless noted, the call rests on the fitted dose curve; in most records, active means well fitted curve in the direction sought with a large enough effect; inconclusive means small, poorly fitted or top-dose-only effect, or another doubt; inactive means no such curve, though single readings can be large; an effect the other way counts as inactive or inconclusive.

SMILES | RXFP1 ag | Vif-APOBEC3F blk | D1 ag | Glioma ERSR ind | D1 antagonist | RXFP1 antagonist | D2 potentiator | Vif-A3G inh | D1 potentiator
CCOc1ccccc1NC(=O)NC1(C(=O)NCc2cccnc2)CCCCC1 | 2.0% | 1% | 1 | -4% | -9 | -9 | -13 | 4% | -8
CCOC(=O)c1sc2nc(N3CCOCC3)c3c(c2c1N)CCCC3 | 2.1% | -4% | 2 | -5% | -4 | -1 | -4 | 0% | -6
COc1ccc(C(CNC(=O)c2ccccc2C)N2CCCC2)cc1 (centres undefined) | 1.2% | 0% | 1 | -4% | 5 | 7 | -25 | -9% | -2
Cc1cc(-c2nc(C)c(C(=O)NNC(=O)NC(C)C)s2)no1 | 4.1% | -13% | 1 | -6% | 1 | 3 | -19 | 0% | 1
COc1ccc(C(=O)OCC(=O)c2ccc(F)cc2)cc1OC | / | -11% | / | 0% | / | -4 | / | -5% | /
CCN(CC)C(=O)c1ccc(-c2ccccc2)cc1 | 0.2% | 3% | 1 | 1% | -2 | -9 | 17 | -1% | -10
COc1ccc(C)cc1Nc1n[n+](C)c(-c2c3ccccc3cc3ccccc23)s1 | 0.0% | 5% | 3 | -1% | -21 | / | -3 | -4% | 2
Cc1cccc(N(CC(=O)N2CCOCC2)S(C)(=O)=O)c1 | 0.9% | -3% | 2 | -2% | 11 | 17 | 4 | -2% | 1
O=C1CC2(CCN(C(=O)c3ccc([N+](=O)[O-])cc3)CC2)Oc2ccccc21 | 1.5% | -6% | 8 | -4% | -23 | 14 | -5 | 1% | -5
CCc1ccc(S(=O)(=O)NCc2cccn2Cc2cccc(C)c2)cc1 | 2.3% | -1% | 6 | 13% | -23 | / | -6 | -9% | 0
CN(C(=O)CSc1nc(C2CC2)nc2ccccc12)c1nc(-c2ccccc2)cs1 | 0.5% | -10% | 2 | 1% | 3 | 8 | -25 | 0% | 12
O=S1(=O)[C@H]2C[C@@H]3C=C[C@@]2(CN1Cc1cccc(Cl)c1)O3 | -0.6% | 3% | 4 | 2%&1% | 1 | / | 1 | -6%&-6% | -6
O=C(NC(=S)Nc1ccccc1F)C1CCCCC1 | -3.7% | / | 3 | / | -20 | / | -16 | / | -2
O=C(COc1ccc(Cl)cc1)NCCC1=CCCCC1 | -2.3% | -9% | 0 | -2% | -9 | -21 | -5 | -4% | 2
COc1ccc(-c2cc(C)no2)cc1S(=O)(=O)NCCc1ccco1 | -0.2% | -13% | 4 | -1% | -6 | 30 | 6 | 0% | -1
Cc1ccc([C@H]2C[C@@H](O)[C@H](n3cc(C4CC4)nn3)CN2CC2CCCCC2)cc1 | / | -11% | / | -1% | / | 7 | / | 3% | /
COc1ccc(-n2cc(C(=O)O)c(=O)cc2C)cc1 | 0.3% | 1% | 1 | -5% | -4 | 3 | 3 | -4% | -6
Cc1ccc2c(c1)-c1onc(C(=O)N(C)c3ccc(F)cc3)c1CO2 | -1.3% | 1% | 0 | 3% | -5 | / | 5 | 1% | -4
COc1ccc(C2CC(=O)c3c([nH]c(C(=O)OC4CCCCCC4)c3C)C2)cc1 (centres undefined) | 2.9% | 3% | 1 | -2% | -2 | 1 | 0 | -1% | 3
COc1ccc(C(=S)N(C)C)cc1OC | 2.2% | 0% | 1 | -4% | -1 | -2 | 15 | -1% | -5
COCCCNC(=O)c1cc2c(=O)n3cccc(C)c3nc2s1 | 18%&23% | 0%&2% | 0&1 | 2%&-1% | -33*! | 5&-5 | 3&18 | -5%&-1% | -3&0
O=S(=O)(Nc1ccncc1)c1ccccc1 | -1.1% | -6% | 12 | -3% | 15 | -9 | -9 | 3% | 1
C=C1C[C@H]2[C@@H]3CCc4cc(OC)ccc4[C@H]3CC[C@]12C | 0.4% | -1% | 2 | -2% | 18 | / | 8 | 0% | 7
CC(=O)OCC(=O)C1CCC2C3CC=C4CC(O)CCC4(C)C3CCC12C (centres undefined) | -0.4% | -6% | 0 | -3% | 1 | / | 10 | 0% | -1
COc1ccccc1CNC(=O)CCCN1C(=O)CSc2c1c(C)nn2-c1ccccc1 | -0.3% | 2% | 1 | -2% | 14 | / | -12 | 2% | -4
CCCCN1CCNC[C@@H]1Cc1ccccc1 | 9.6% | 4% | 1 | -4% | -12 | / | -11 | -1% | 0
Cc1c(OC(C)C(=O)NCCN2CCOCC2)ccc2c3c(c(=O)oc12)CCC3 (centres undefined) | 1.8% | 3% | 4 | -1% | 19 | -1 | 1 | 3% | 1
COc1ccc(C)cc1NC(=O)Cn1cnnn1 | -1.1% | 13% | 1 | -2% | -1 | 2 | 3 | -1% | 4
COc1ccc(CNS(=O)(=O)c2cnc(N)nc2)c(OC)c1 | 0.7% | 10% | 2 | 0% | -6 | 5 | -11 | -2% | -5
O=C(Nc1ccc(C(F)(F)F)cc1)c1cc(S(=O)(=O)N2CCCc3ccccc32)ccc1F | 2.3% | 0% | 7 | -4% | -7 | -14 | 10 | 1% | -2
CCCC1C(c2ccccc2)C(C#N)(C#N)C2(C#N)CC1(N)NC2=O (centres undefined) | 0.8% | -7% | 0 | -2% | 1 | -2 | -8 | -5% | 1
COC(CNC(=O)CNC(=S)N(Cc1ccccc1)Cc1cccnc1)OC | 1.9% | 9% | 1 | -2% | 11 | -20 | 15 | -7% | 8
N=c1oc2ccccc2cc1-c1nc(-c2ccccc2)cs1 | 13% | ? | 5 | 10% | -4 | / | -20 | -3% | 1
COc1ccc2nc3sc(C(=O)Nc4ccccc4F)cc3cc2c1 | 0.4% | 4% | 5 | -1% | -10 | / | 3 | -2% | -3
NC(=O)NC(=O)C(c1ccccc1)N1CCN(S(=O)(=O)c2ccc(Br)s2)CC1 (centres undefined) | -0.1% | -2% | 4 | -2% | 19 | -1 | 25 | 1% | 0
CN(C)S(=O)(=O)c1ccc2c(c1)N(CC(=O)Nc1ccc(OC(F)(F)F)cc1)C(=O)CS2 | -0.8% | 8% | 4 | -2% | 1 | / | -1 | 1% | 8
Cc1ccc(NC(=O)Cn2nnc(C(=O)NCc3ccco3)c2N)c(C)c1 | 1.5% | 3% | 2 | 0% | 5 | 7 | -6 | 2% | -3
CCc1ccccc1NC(=O)NCc1cccnc1 | 2.1% | -8% | 3 | 0% | 9 | -3 | -10 | 1% | -2
Cc1csc(NC(=O)CSc2nnc(Cc3cccn3C)n2-c2ccc(F)cc2)n1 | -0.2% | -4% | -2 | -5% | -12 | / | -22 | -5% | 20
COc1ccccc1/C=N/NC(=O)CC(=O)NCc1ccccc1 | 1.0% | 9% | 4 | -1% | -5 | -7 | -8 | 0% | -5
COc1ccc(NC(=O)c2ccccn2)cc1OC | -0.6% | 2% | -1 | 0% | 6 | -1 | 2 | 1% | -2
O=C(Nc1ccc(Br)cc1)c1cccnc1N1CCCCC1 | -0.2% | -1% | 0 | -2% | 9 | 5 | 5 | -11% | 2
Cc1ccc(C(=O)OCC(=O)c2c[nH]c3ccccc23)cc1 | 6.7% | 1% | 3 | 3% | -1 | -10 | 12 | -14% | -4
Cc1ccc(-c2nc3c(c(=O)[nH]c(=O)n3Cc3ccccc3)n2C)o1 | 0.9% | -1% | 2 | -2% | 19 | 1 | 18 | -7% | 2
CC1Cc2ccccc2N1S(=O)(=O)c1cccc(C(=O)N2Cc3ccccc3CC2C(N)=O)c1 (centres undefined) | 0.5% | 6% | 0 | 2% | 0 | -12 | -1 | 7% | 0

The closing 2 records of the section above are carried over, then new ones follow.
SMILES | RXFP1 ag | Vif-APOBEC3F blk | D1 ag | Glioma ERSR ind | D1 antagonist | RXFP1 antagonist | D2 potentiator | Vif-A3G inh | D1 potentiator
Cc1ccc(-c2nc3c(c(=O)[nH]c(=O)n3Cc3ccccc3)n2C)o1 | 0.9% | -1% | 2 | -2% | 19 | 1 | 18 | -7% | 2
CC1Cc2ccccc2N1S(=O)(=O)c1cccc(C(=O)N2Cc3ccccc3CC2C(N)=O)c1 (centres undefined) | 0.5% | 6% | 0 | 2% | 0 | -12 | -1 | 7% | 0
CC1=CC(C)=Nc2ccccc2N1 | -0.3% | -1% | 3 | 2% | 10 | -11 | 9 | 0% | -4
Nn1c(Cc2ccc(F)cc2)n[nH]c1=S | -0.7% | 1% | 2 | -1% | 0 | -9 | / | 1% | -10
CCN1C(=NCCCCO)N[C@@H](c2cccc(F)c2)C(C(=O)OC)=C1C | 3.3%&-1.3% | 0% | 1&0 | -4% | 2&-2 | / | / | 2% | 1&0
CCOC(=O)c1c(C)[nH]c(NC(=O)Nc2c(C)n(C)n(-c3ccccc3)c2=O)c1C | -0.4% | -18% | 1 | 0% | 5 | -8 | -6 | -1% | 0
CCN1CCN(c2nc(-c3ccccc3)nc3ccccc23)CC1 | -0.1% | -1% | 3 | -3% | 4 | -17 | -17 | 3% | -5
CC1(C)C(c2cccs2)=[N+]([O-])C2(CCCCC/C2=N\O)N1O (centres undefined) | -1.5% | 0% | 0 | -3% | 9 | 11 | 12 | 5% | -3
COc1ccccc1N1CCN(CC(O)COc2ccc(C)cc2C(C)(C)C)CC1 (centres undefined) | 5.7% | 1% | 2 | -6% | 1 | -83* | -33 | ? | -2
Cc1ccsc1/C=N/n1c(-c2ccncc2)n[nH]c1=S | -0.3% | 4% | 3 | -4% | 11 | / | 20 | 1% | -3
Cc1nc2c(c3c1[nH]c1ccccc13)C(O)CC(C)(C)C2 (centres undefined) | 2.2% | 6% | 2 | -4% | 9 | / | 1 | 0% | -7
CCn1c(CN2CCC(C)CC2)nc2cc(S(=O)(=O)N3CCCCC3)ccc21 | / | 0% | / | -5% | / | 2 | / | 0% | /
CC(C)(C)CC(=O)Nc1ccc(S(=O)(=O)NC2=NCCCCC2)cc1 | / | 9% | / | -4% | / | -10 | / | -2% | /
CCOc1ccc(C2CC(=O)NC(NC(=O)c3ccc(C)cc3)=N2)cc1 (centres undefined) | 0.5% | 2% | 0 | 3% | 19 | 3 | -15 | 5% | 0
c1ccc2cc(CSCc3nc4ccccc4[nH]3)ccc2c1 | -0.2% | 3% | 7 | 2% | 13 | 11 | -7 | -24% | -6

Some of the compounds tested; count on the stated rates, not on these rows.
